Source: PubChem
G6PDH CS = inhibits Leuconostoc G6PDH, flagging false hits in G6PDH-based assays; Purified L. mesenteroides G6PDH, diaphorase/resazurin coupled fluorescence, 45 min; inhibition, % at 5 µM; actives 0.12% (n = 200,000); in the data active means inhibition above about 50%
TLR4 MyD88 comp = inhibitors of human TLR4-MyD88 binding; O00206+Q99836; HeLa CL3-4 TLR4/MyD88 BLA complementation, FRET ratio; inhibition, % at 8.4 µM; actives 0.18% (n = 200,000); in the data active means inhibition above about 25%;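 further: 0% = vehicle and 100% = reference inhibitor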
FLuc inhib CS = inhibits firefly luciferase, flagging false hits in luciferase inhibition screens. P08659. ATPLite firefly luciferase biochemical luminescence, 10 min. inhibition, % at 10 µM. actives 1.5% (n = 200,000). AID 1006;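 active means inhibition above about 50% when tested at 10 µM, limit read from the data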
Target sequence (P08659 whole entry, looked up): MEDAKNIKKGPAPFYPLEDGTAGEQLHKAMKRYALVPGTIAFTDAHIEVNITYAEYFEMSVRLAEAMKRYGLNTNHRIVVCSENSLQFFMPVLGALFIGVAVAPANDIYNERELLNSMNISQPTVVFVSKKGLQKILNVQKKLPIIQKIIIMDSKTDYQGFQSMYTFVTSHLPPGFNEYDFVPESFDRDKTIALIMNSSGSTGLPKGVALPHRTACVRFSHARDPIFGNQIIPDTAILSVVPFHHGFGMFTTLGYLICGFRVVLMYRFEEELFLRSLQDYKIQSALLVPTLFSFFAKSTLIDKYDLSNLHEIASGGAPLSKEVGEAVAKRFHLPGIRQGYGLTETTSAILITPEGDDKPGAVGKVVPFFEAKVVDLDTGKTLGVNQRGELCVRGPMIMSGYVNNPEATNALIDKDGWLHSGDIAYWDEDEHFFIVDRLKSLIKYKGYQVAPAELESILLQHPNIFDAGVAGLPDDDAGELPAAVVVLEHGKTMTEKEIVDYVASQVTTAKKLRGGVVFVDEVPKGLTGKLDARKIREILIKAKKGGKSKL
NF-kB neuron act = raises NF-kB expression in human neuronal cells; NF-kB reporter expression; hits give high values; fold change at 12.5 µM; actives 1.6% (n = 190,000); in the data active means fold change above about 3.3
APP transl inh = APP translation inhibition. SH-SY5Y APP 5'UTR-luciferase reporter, luminescence. AID 1285. actives 0.82% (n = 190,000). inhibition, % at 2 µM;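 active means inhibition above a set limit, derived from the sample mean plus 3 SD, cut at about 45% in these data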; further: values of inactives mirror those of a sister screen read the other way
Diaphorase inh = diaphorase inhibition or chemical oxidation counter-screen; diaphorase resazurin-to-resorufin fluorescence, NADH, 16 min; bacterial (C. kluyveri) enzyme, not human; inhibition, % at 20 µM; actives 0.69% (n = 190,000);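 active means primary screen inhibition at 20 µM above a set limit, cut at about 50% in these data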;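 further: plate controls were DMSO with full reaction for no effect and wells lacking NADH for full effect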
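material = Clostridium kluyveri diaphorase enzyme | amount = 0.14 U/mL diaphorase, enzyme working solution | schedule = incubation 16 min, room temperature | detection = fluorescence of resorufin formed from resazurin, Ex 544/Em 590 nm | benchmarks = positive control minus NADH, DMSO neutral control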
Diaphorase act = activates diaphorase or chemically reduces, flagging diaphorase assay artifacts. Diaphorase/resazurin coupled assay, resorufin fluorescence, 16 min; hits give high values; 1 = vehicle wells, 0 = NADH-free wells. activation factor at 20 µM. actives 0.005% (n = 190,000);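 active means diaphorase activity raised at least twofold by the compound at 20 µM; inactive means activation factor below 2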
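Measured by – red resorufin fluorescence at 544/590 nm excitation/emission · Test system – Clostridium kluyveri diaphorase, purified enzyme · Incubation – reaction time 16 min, room temperature · Buffer or medium – 50 mM HEPES pH 7.4 with 4.542 mM MgCl2, 0.005% Tween 20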
FLuc stim CS = firefly luciferase counter-screen for stimulation assays; 200,000 tested, under 10 active; activation factor at 10 µM; P08659; ATPlite luciferase biochemical, luminescence, 10 min; 0 = ATP-free wells, 1 = DMSO control;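 active means luciferase activation factor, scaled between plate controls, of at least 2 with compound at 10 µM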
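Material: luciferase plus luciferin reagent, cell-free. Medium: PBS buffer for ATP. Also added: ATP substrate, dispensed from a 10.24 µM working solution in PBS. Doses: test compounds dosed from 2 mM stocks in 100% DMSO. Incubation: 10 min post-reagent at room temperature. Technique: light output (luminescence). Read-out basis: luminescence gain marking luciferase activators.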
STAT1 activator = STAT1 signaling activation. NIH 3T3 STAT1-luciferase reporter, IFN-gamma, luminescence; 100% = IFN-gamma alone, no compound. activation (% of control), % at 5.5 µM. actives 2.6% (n = 200,000). AID 932;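 active means activation above the screen-wide mean activation plus 3 SD, cut at about 130% in these data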;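 further: raw ratio to IFN-gamma control signal so 100% means no change and 0% no light; values of inactives mirror those of a sister screen read the other way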
APP 5'UTR act = APP 5'UTR luciferase reporter activation; SH-SY5Y APP 5'UTR luciferase reporter, luminescence; zero percent = DMSO vehicle wells; activation, % at 2 µM; actives 1% (n = 190,000); AID 1276;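 active means activation above a set limit, based on mean plus 3 SD of controls, cut at about 140% in these data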; further: values of inactives mirror those of a sister screen read the other way
Active calls of the source: *; nt = no result given.

SMILES	G6PDH CS	TLR4 MyD88 comp	FLuc inhib CS	NF-kB neuron act	APP transl inh	Diaphorase inh	Diaphorase act	FLuc stim CS	STAT1 activator	APP 5'UTR act
Cn1cccc1C(=S)N=P(C1CCCCC1)(N1CCOCC1)N1CCOCC1	-1.2	4.0	-7.9	1.13	13.0	26.2	0.7	1.1	107.1	-13.0
Cc1ccc2cc(CN(Cc3nnnn3Cc3ccco3)CC3CCCO3)c(=O)[nH]c2c1C (centres undefined)	-28.1	-6.3	-2.2	1.07	-21.5	27.7	0.7	1	92.8	21.5
CCCCOC(=O)NC(NCC(O)c1ccccc1)(C(F)(F)F)C(F)(F)F (centres undefined)	0.9	0.8	-3.2	1.15	3.9	13.3	0.9	1	101.4	-3.9
CC1(C)OC(=O)N(CC(=O)Nc2cccc(C(F)(F)F)c2)C1(C)O (centres undefined)	11.2	-1.3	-0.2	0.96	-6.7	1.2	1	1	108.2	6.7
CNC(=O)c1ccc2snnc2c1	4.0	5.8	-6.2	1.07	-5.0	11.7	0.9	1.1	100.9	5.0
CN1C(=O)/C(=C\c2ccccc2)Sc2ccc(C(=O)N3CCN(c4ccccn4)CC3)cc21	4.8	-4.9	-4.2	0.81	-29.1	16.9	0.8	1	93.8	29.1
CCOc1ccc(CN2CCN(Cc3cccc4nonc34)CC2CCO)cc1 (centres undefined)	8.8	-2.4	-8.7	0.92	-3.0	25.1	0.7	1.1	96.8	3.0
Oc1ccc2ccccc2c1C=Nc1ccc(Cl)cn1	57.7*	5.0	0.4	1.15	20.1	61.5*	0.4	1	92.5	-20.1
COc1ccccc1NC(=O)c1ccc(NC(=O)COC(=O)C2CCCCC2)cc1	-21.2	1.0	-3.9	1.16	0.1	14.3	0.9	1	107.1	-0.1
CCc1cccc(C)c1NC(=O)COC(=O)c1ccc2c(c1)S(=O)(=O)c1ccccc1C2=O	-4.6	-1.2	-5.7	1.12	0.8	9.7	0.9	1.1	100.3	-0.8
Cc1cnc(NC(=O)c2ccc3c(c2)C(=O)N(Cc2ccco2)C3=O)s1	0.7	5.1	5.5	1.21	15.2	18.0	0.8	0.9	106.0	-15.2
Cc1cccc(NC(=S)N/C(=N/S(=O)(=O)c2ccccc2)c2ccccc2)c1	-1.9	-3.6	-1.7	1.92	-12.7	9.1	0.9	1	116.6	12.7
O=C(COc1ccc(Br)cc1)OCc1nnc(-c2ccccc2)o1	-6.1	-3.3	-2.2	1.44	-8.8	24.3	0.8	1	99.3	8.8
Cn1c(=O)c2c(nc(SCCCO)n2Cc2ccccc2Cl)n(C)c1=O	-14.7	-9.3	-8.8	0.92	-11.8	9.5	0.9	1.1	105.5	11.8
COc1ccc(CNC(=O)C2CC(c3cccc([N+](=O)[O-])c3)=NO2)cc1 (centres undefined)	5.6	-3.6	-4.9	1.71	-8.9	10.6	0.9	1	110.6	8.9
O=c1c(Cc2ccc(F)cc2)c(O)ccn1Cc1ccco1	4.5	22.1	-9.6	1	-5.6	10.5	0.9	1.1	104.1	5.6
O=C(NCCCN1CCOCC1)C(=O)N/N=C/c1c2ccccc2cc2ccccc12	6.4	-20.4	-8.1	1.02	18.0	7.7	0.9	1.1	109.9	-18.0
CC1(C)CC(=O)C(Sc2ccc(Br)cc2)=C(O)C1	2.8	1.6	-4.4	1.2	0.1	5.8	0.9	1	92.6	-0.1
Cc1ccc(S(=O)(=O)N2CCC(C(=O)N[C@@H](C)C(=O)Nc3ccc4c(c3)OCO4)CC2)cc1	4.3	-16.2	-2.4	1.12	nt	-0.5	1	1	101.9	nt
O=C(Cn1cc([N+](=O)[O-])cn1)Nc1ccn(Cc2c(F)c(F)c(F)c(F)c2F)n1	2.6	5.8	-4.6	0.89	-1.1	14.6	0.9	1	99.2	1.1
COc1ccc(C2NC(=S)N3C(c4ccc(OC)cc4)NC(=S)N23)cc1 (centres undefined)	1.3	-0.2	1.6	1.18	6.3	8.3	0.9	1	107.8	-6.3
CC(=O)c1ccc(NC(=O)Nc2cccc(Cl)c2)cc1	3.9	-10.0	1.5	3.63*	-120.6	17.8	0.8	1	119.9	120.6
O=C(C(Cc1ccccc1)n1cccc1)N1CCc2ccccc21 (centres undefined)	-7.6	8.8	-0.7	1.06	-11.2	12.9	0.9	1	99.7	11.2
COc1cc(C2c3c(oc4cc(C)c(C)cc4c3=O)C(=O)N2c2cc(C)ccn2)ccc1O (centres undefined)	-64.3	2.0	-5.6	0.98	-10.8	9.5	0.9	1.1	99.7	10.8
CCC(=O)Nc1ccc2nc(SCC(=O)N3CCCC3)sc2c1	-33.8	-1.0	-3.3	1.24	-3.7	18.5	0.8	1	103.8	3.7

Eleven structures out of the list, ordered by number of heavy atoms, high to low:
SMILES	G6PDH CS	TLR4 MyD88 comp	FLuc inhib CS	NF-kB neuron act	APP transl inh	Diaphorase inh	Diaphorase act	FLuc stim CS	STAT1 activator	APP 5'UTR act
Cc1ccc2cc(CN(Cc3nnnn3Cc3ccco3)CC3CCCO3)c(=O)[nH]c2c1C (centres undefined)	-28.1	-6.3	-2.2	1.07	-21.5	27.7	0.7	1	92.8	21.5
O=C(NCCCN1CCOCC1)C(=O)N/N=C/c1c2ccccc2cc2ccccc12	6.4	-20.4	-8.1	1.02	18.0	7.7	0.9	1.1	109.9	-18.0
COc1ccccc1NC(=O)c1ccc(NC(=O)COC(=O)C2CCCCC2)cc1	-21.2	1.0	-3.9	1.16	0.1	14.3	0.9	1	107.1	-0.1
CCOc1ccc(CN2CCN(Cc3cccc4nonc34)CC2CCO)cc1 (centres undefined)	8.8	-2.4	-8.7	0.92	-3.0	25.1	0.7	1.1	96.8	3.0
Cn1cccc1C(=S)N=P(C1CCCCC1)(N1CCOCC1)N1CCOCC1	-1.2	4.0	-7.9	1.13	13.0	26.2	0.7	1.1	107.1	-13.0
CCCCOC(=O)NC(NCC(O)c1ccccc1)(C(F)(F)F)C(F)(F)F (centres undefined)	0.9	0.8	-3.2	1.15	3.9	13.3	0.9	1	101.4	-3.9
COc1ccc(C2NC(=S)N3C(c4ccc(OC)cc4)NC(=S)N23)cc1 (centres undefined)	1.3	-0.2	1.6	1.18	6.3	8.3	0.9	1	107.8	-6.3
CC1(C)OC(=O)N(CC(=O)Nc2cccc(C(F)(F)F)c2)C1(C)O (centres undefined)	11.2	-1.3	-0.2	0.96	-6.7	1.2	1	1	108.2	6.7
CCC(=O)Nc1ccc2nc(SCC(=O)N3CCCC3)sc2c1	-33.8	-1.0	-3.3	1.24	-3.7	18.5	0.8	1	103.8	3.7
Oc1ccc2ccccc2c1C=Nc1ccc(Cl)cn1	57.7*	5.0	0.4	1.15	20.1	61.5*	0.4	1	92.5	-20.1
CNC(=O)c1ccc2snnc2c1	4.0	5.8	-6.2	1.07	-5.0	11.7	0.9	1.1	100.9	5.0

(listing goes on)
SMILES	G6PDH CS	TLR4 MyD88 comp	FLuc inhib CS	NF-kB neuron act	APP transl inh	Diaphorase inh	Diaphorase act	FLuc stim CS	STAT1 activator	APP 5'UTR act
COc1ccc(-n2nc(C(=O)NCC(=O)NCC3COc4ccccc4O3)c3ccccc3c2=O)c(OC)c1 (centres undefined)	0.6	5.4	-7.6	1.8	7.0	20.9	0.8	1.1	95.9	-7.0
C/C(NCC(C)(C)CN(C)C)=C(/C#N)C(=O)NCc1ccccc1	-1.2	3.4	-9.4	1.21	-6.8	1.3	1	1.1	96.4	6.8
CCN(CC)CC#CCC(O)(c1ccccc1)C1CCCC1 (centres undefined)	15.1	-6.4	-4.8	1.81	5.6	10.1	0.9	1	96.4	-5.6
CN(C)/C=C/C(=O)c1ccc(N2CCN(c3ncc(C(F)(F)F)cc3Cl)CC2)cc1	4.1	-3.1	-1.3	1.3	-1.3	7.7	0.9	1	93.5	1.3
O=C(COc1ccccc1)Nc1cccc(-c2nc3ccccc3[nH]2)c1	-23.2	0.5	6.1	0.96	-5.1	22.1	0.8	0.9	120.4	5.1
COc1ccc2c(CC(=O)OCC(=O)c3ccccc3OC)coc2c1	-6.2	-7.8	-4.9	1.31	16.4	21.7	0.8	1	91.4	-16.4
CCOC(=O)N1CCN(S(=O)(=O)c2ccc(C)cc2)C1c1ccccc1 (centres undefined)	3.4	6.7	-7.3	0.77	3.6	6.0	0.9	1.1	101.3	-3.6
O=C(O)c1cc(S(=O)(=O)N2CCOCC2)ccc1N1CCOCC1	7.5	-8.5	-3.0	1.35	3.2	-5.1	1.1	1	100.2	-3.2
Cc1ccc(S(=O)(=O)Nc2cc(C)nn2-c2ccccc2)cc1	7.5	-6.9	-2.0	1.24	-10.1	11.6	0.9	1	104.3	36.6
Cc1cc(Cl)ccc1Oc1ccccc1C(=O)CC#N	-3.4	4.5	-2.4	1.51	-20.4	15.0	0.8	1	91.2	20.4
O=C(O/N=C(\c1ccccc1)c1ccncc1)c1ccccc1F	4.0	5.5	-7.3	0.86	-15.7	12.7	0.9	1.1	103.9	15.7
CSc1nc(-c2ccccc2)nn1C(=O)c1ccc(C)cc1	7.9	-9.2	-1.5	1.51	-12.7	4.9	1	1	96.9	12.7
O=c1c(-c2ccco2)[n+]([O-])c2ccccc2n1OCc1ccccc1F	-6.3	11.7	-3.0	2.07	11.1	18.5	0.8	1	99.7	-11.1
Cc1cccc2cc(C#N)c(NCCNC(=S)NCCCN3CCOCC3)nc12	15.6	-9.2	0.3	1.14	6.8	14.9	0.9	1	99.4	-6.8
CCOC(=O)C(NCCCO)c1ccccc1 (centres undefined)	2.6	-9.1	-9.1	1.27	12.7	16.0	0.8	1.1	95.2	-12.7
COc1ccc(N(CC(=O)NCCC2=CCCCC2)S(=O)(=O)c2ccc(C)cc2)cc1OC	-2.1	-9.4	-6.8	0.92	9.9	10.5	0.9	1.1	104.1	-9.9
CCOC(=O)Cc1csc(SCn2nnc3ccccc3c2=O)n1	24.8	13.3	-0.1	1.3	9.9	-4.9	1	1	101.2	-9.9
CC(=O)OC1CCC(OC(C)=O)c2c1n([O-])c(C)c(C)[n+]2=O (centres undefined)	0.9	-1.5	-4.4	1.11	3.2	-11.2	1.1	1	105.2	-3.2
O=S(=O)(c1ccc(Br)s1)N1CCN(c2ncccn2)CC1	-5.5	3.9	-3.6	1.07	12.7	15.9	0.8	1	96.0	-12.7
COc1cc(/C=N/n2cnnc2)ccc1OS(=O)(=O)c1ccccc1[N+](=O)[O-]	-1.8	-3.9	-4.9	1.72	-9.8	4.2	1	1	83.3	9.8
Cc1nc(SCC#N)c2c(C)c(C)sc2n1	-3.4	-8.6	-0.5	1.16	11.4	11.5	0.9	1	101.7	-11.4
COc1cc(NC(=O)C2CCC(CNc3c(N4CCC(C)CC4)c(=O)c3=O)CC2)cc(OC)c1 (centres undefined)	-4.8	-2.7	-7.4	0.79	-5.2	18.5	0.8	1.1	94.4	5.2
COC(=O)c1nc2n(n1)C(c1ccccc1OC)C1=C(CCCC1=O)N2 (centres undefined)	7.7	9.4	-0.5	0.98	13.2	5.7	0.9	1	91.4	-13.2
